# Lung fibro prol: antiproliferative effect on LL 47 fibroblasts – human, LL 47 cells, CellTiter-Glo luminescence, primary screen; viability, % at 10 µM; actives 1.1% (n = 85,000); LL 47 human lung fibroblast viability, ATP luminescence; hits give low values; AID 719, 2007;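 active means viability at or below 50% in the single dose screen; inactive means viability above 50%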;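 further: compound exposure lasted 72 h before the ATP readout; 100% = median luminescence of untreated cell-only wells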
#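 Material: human LL 47 lung fibroblast cells; quantity: 1,150 cells/well; medium: IMEM plus 15% FBS; doses: 0.1% DMSO in all compound wells; timing: overnight attachment after seeding, then 72 h compound exposure at 37 °C; detection: CellTiter-Glo luminescence; measure: % viability of median cell-only signal; controls: cell-only wells, no compound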
# sEH activator: soluble epoxide hydrolase activators, primary screen, biochemical, human sEH; activation, % at 2 µM; actives 0.04% (n = 91,000); purified human sEH enzymatic activity, activator screen; Bifunctional epoxide hydrolase 2 (Homo sapiens), P34913; in the data active means activation above about 37%; further: values of inactives mirror those of a sister screen read the other way
# Target sequence (P34913 whole entry, looked up): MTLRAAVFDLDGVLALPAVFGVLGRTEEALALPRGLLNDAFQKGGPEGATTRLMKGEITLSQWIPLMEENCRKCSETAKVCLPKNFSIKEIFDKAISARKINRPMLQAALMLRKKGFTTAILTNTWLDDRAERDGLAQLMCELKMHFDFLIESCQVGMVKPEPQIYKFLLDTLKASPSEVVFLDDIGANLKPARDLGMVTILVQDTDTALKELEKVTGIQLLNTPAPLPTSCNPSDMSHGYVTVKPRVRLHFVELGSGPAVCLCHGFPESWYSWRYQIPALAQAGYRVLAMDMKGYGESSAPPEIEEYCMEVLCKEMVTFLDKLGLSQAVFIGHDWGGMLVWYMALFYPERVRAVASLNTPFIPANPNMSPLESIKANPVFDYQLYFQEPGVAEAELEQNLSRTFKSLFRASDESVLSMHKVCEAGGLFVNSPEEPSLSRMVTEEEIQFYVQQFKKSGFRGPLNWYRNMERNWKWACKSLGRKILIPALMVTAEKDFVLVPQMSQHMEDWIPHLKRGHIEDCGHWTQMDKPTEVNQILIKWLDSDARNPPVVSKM
# H69AR growth 86K: proliferation blockers of H69AR lung cancer cells, primary screen, cell-based, human, 86K library | viability, % at 10 µM | actives 6% (n = 85,000) | H69AR lung tumor viability, ATP luminescence, 72 h; hits give low values;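 active means viability at or below 40%; inactive means viability above 40%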;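 further: multidrug resistant small cell line overexpressing MRP-1 efflux transporter; 100% = mean luminescence of untreated control wells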
# S1P2 blocker: human S1P2 receptor antagonists, primary screen, cell-based; inhibition, % at 5 µM; AID 736, 2007; actives 0.21% (n = 97,000); cell-based S1P2 antagonist assay, inhibition at 5 uM; Sphingosine 1-phosphate receptor 2 (Homo sapiens), O95136; in the data active means inhibition above about 45%;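 further: CRE beta-lactamase reporter cells expressing human S1P2 stimulated with S1P; 0% = agonist at EC80 alone and 100% = agonist plus reference antagonist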
# Target sequence (O95136 whole entry, looked up): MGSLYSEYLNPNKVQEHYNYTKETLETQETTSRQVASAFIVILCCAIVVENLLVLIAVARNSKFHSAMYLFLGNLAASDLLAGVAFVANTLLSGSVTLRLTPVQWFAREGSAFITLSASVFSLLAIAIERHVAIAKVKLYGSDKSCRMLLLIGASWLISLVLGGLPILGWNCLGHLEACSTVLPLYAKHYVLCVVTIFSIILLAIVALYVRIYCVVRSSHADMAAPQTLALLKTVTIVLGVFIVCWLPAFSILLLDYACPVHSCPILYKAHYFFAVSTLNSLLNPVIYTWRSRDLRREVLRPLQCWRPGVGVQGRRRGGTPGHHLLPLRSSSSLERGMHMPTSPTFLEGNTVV
# HUVEC prolif 384: inhibitors of HUVEC proliferation, primary screen, cell-based, 384-well | CellTiter-Glo luminescence, 72 h; hits give low values | viability, % at 10 µM (by protocol) | actives 1.1% (n = 86,000) | AID 648, 2007;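 active means viability at or below 30%; inactive means viability above 30%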;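 further: 100% = median luminescence of DMSO-only cell control wells on each plate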
# PTPN22 act: LYP phosphatase activators, primary screen, biochemical, DiFMUP fluorescence, 2 µM | Tyrosine-protein phosphatase non-receptor type 22 (Homo sapiens), Q9Y2R2 | recombinant LYP; 0 = plate median, 100 = signal doubled | activation, % at 2 µM | actives 0.11% (n = 96,000) | AID 697, 2007;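 active means activation at 2 µM above a set limit, the mean plus 5 SD, cut at about 37% in these data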
# S1P2 ag: S1P2 receptor agonists, primary screen, cell-based. activation, % at 4.5 µM. Sphingosine 1-phosphate receptor 2 (Homo sapiens), O95136. actives 0.46% (n = 97,000). S1P2-expressing cell line, agonist reporter read-out. AID 729, 2007; in the data active means activation above about 16%;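 further: 0% = vehicle low control and 100% = maximal reference agonist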
# PostGolgi ctrl: growth inhibition of yeast control strain, primary screen, counter-screen for post-Golgi transport modulator project; actives 5% (n = 98,000); inhibition, % at 10 µM; efflux-deficient yeast background strain, growth absorbance A615, 16 h; in the data active means inhibition above about 30%
# sEH inhibitor: soluble epoxide hydrolase inhibitors, primary screen, biochemical, human sEH | Bifunctional epoxide hydrolase 2 (Homo sapiens), P34913 | recombinant human sEH enzymatic activity assay | inhibition, % at 2 µM | actives 0.34% (n = 91,000) | AID 707, 2007; in the data active means inhibition above about 80%; further: values of inactives mirror those of a sister screen read the other way; many of its hits are not listed in these tables
# An asterisk follows results filed as active; . = no result given. An excerpt, so the mix of outcomes need not match the whole.
SMILES,Lung fibro prol,sEH activator,H69AR growth 86K,S1P2 blocker,HUVEC prolif 384,PTPN22 act,S1P2 ag,PostGolgi ctrl,sEH inhibitor
CCOC(=O)c1[nH]c(C)c(C(=O)Nc2ccc(Cl)cc2)c1C,102,10,91,16,101,-10,-6,6,-10
CCN(Cc1ccccc1)C(c1ccncc1)c1nnnn1C(C)(C)C (configuration not stated),91,.,74,.,93,.,.,40*,.
N/C(=N\OC(=O)CCCN1C(=O)c2ccccc2C1=O)c1ccc(Cl)cc1,.,0,.,-14,.,2,-5,9,-1
NC(=O)C1CC(=O)N(Cc2ccc3c(c2)OCO3)C(=Nc2ccccc2)S1 (configuration not stated),98,4,102,17,89,1,-3,4,-4
Cc1cccc(N2CC3=C(C2=O)C(c2ccccc2)NC(=O)N3C)c1 (configuration not stated),92,.,91,.,88,.,.,10,.
CC1(C)CC(=O)C2=C(C1)OC(N)=C(C#N)C21C(=O)N(CN2CCOCC2)c2ccccc21 (configuration not stated),105,-2,87,6,104,0,-4,-1,5
Cc1ccc([N+](=O)[O-])cc1NC(=O)CN1CCC(C)CC1,.,-2,.,5,.,-9,-6,8,4
CCCNC(=O)c1ccccc1NC(=O)CN(c1ccccc1OCC)S(C)(=O)=O,109,12,80,16,91,-4,1,3,-12
COc1cccc(-c2nc(CC(=O)O)cs2)c1OC,104,.,97,14,109,0,-5,7,.
CCOc1ccc(NC(=O)CNC(=O)c2ccc(OC)c(OC)c2)cc1,92,15,93,2,93,4,-6,5,-15
Nc1cc(=O)nc(SCc2ccccc2)n1Cc1ccco1,98,-4,105,-18,92,-10,-3,24,2
COc1ccc(CCNC(=O)CSc2nnnn2-c2ccccc2)cc1,101,.,90,.,82,.,.,1,.
Cc1cccc(C)c1NS(=O)(=O)c1ccc(F)cc1,107,21,104,3,86,-13,-2,5,-24
O=C(/C=C/c1ccccc1)NC(=S)Nc1ccc(N2CCOCC2)c(Cl)c1,.,2,.,1,.,8,-5,2,0
COc1cccc(Cn2c(NCc3ccco3)nc3c2c(=O)n(C)c(=O)n3C)c1,93,.,86,.,84,.,.,-8,.
COCCn1nnnc1C(c1ccc(C(F)(F)F)cc1)N1CCOCC1 (configuration not stated),95,7,86,29,96,-9,-5,5,-5
CC(C)NCCCOc1ccc(C(C)(C)c2ccccc2)cc1,97,-2,68,7,102,12,-2,4,3
COc1ccc(/C=N/N2CCN(c3ccncc3S(=O)(=O)N3CCCCC3)CC2)cc1,.,11,.,-7,.,-4,-7,24,-8
N#Cc1c(-c2cccs2)cc(C2CC2)nc1SCC(N)=O,.,6,.,-12,.,1,-8,4,-9
Cc1nc(Nc2ccncc2)c2oc3ccccc3c2n1,61,12,84,-9,93,12,-3,10,-10
Nc1cc(N2CCCCC2)c(Cl)cc1[N+](=O)[O-],.,-8,.,-7,.,5,-3,21,10
COc1ccc(C(=O)c2oc3ccccc3c2N)cc1,80,7,67,6,86,-10,2,16,-4
Nc1nnc(CCN2C(=O)CSC2=O)s1,94,.,98,-15,103,12,-1,2,.
CC1CCCCN1c1ncnc2ccccc12 (configuration not stated),.,-6,.,17,.,5,-4,-2,7
O=C(c1cc(=O)[nH]c2ccccc12)N1CCN(S(=O)(=O)c2ccc3ccccc3c2)CC1,99,11,63,7,76,2,-3,21,-10

# 14 entries from above, sorted by number of heavy atoms, falling.
SMILES,Lung fibro prol,sEH activator,H69AR growth 86K,S1P2 blocker,HUVEC prolif 384,PTPN22 act,S1P2 ag,PostGolgi ctrl,sEH inhibitor
O=C(c1cc(=O)[nH]c2ccccc12)N1CCN(S(=O)(=O)c2ccc3ccccc3c2)CC1,99,11,63,7,76,2,-3,21,-10
COc1ccc(/C=N/N2CCN(c3ccncc3S(=O)(=O)N3CCCCC3)CC2)cc1,.,11,.,-7,.,-4,-7,24,-8
CCCNC(=O)c1ccccc1NC(=O)CN(c1ccccc1OCC)S(C)(=O)=O,109,12,80,16,91,-4,1,3,-12
COc1cccc(Cn2c(NCc3ccco3)nc3c2c(=O)n(C)c(=O)n3C)c1,93,.,86,.,84,.,.,-8,.
NC(=O)C1CC(=O)N(Cc2ccc3c(c2)OCO3)C(=Nc2ccccc2)S1 (configuration not stated),98,4,102,17,89,1,-3,4,-4
COc1ccc(CCNC(=O)CSc2nnnn2-c2ccccc2)cc1,101,.,90,.,82,.,.,1,.
Cc1cccc(N2CC3=C(C2=O)C(c2ccccc2)NC(=O)N3C)c1 (configuration not stated),92,.,91,.,88,.,.,10,.
CC(C)NCCCOc1ccc(C(C)(C)c2ccccc2)cc1,97,-2,68,7,102,12,-2,4,3
Nc1cc(=O)nc(SCc2ccccc2)n1Cc1ccco1,98,-4,105,-18,92,-10,-3,24,2
N#Cc1c(-c2cccs2)cc(C2CC2)nc1SCC(N)=O,.,6,.,-12,.,1,-8,4,-9
COc1ccc(C(=O)c2oc3ccccc3c2N)cc1,80,7,67,6,86,-10,2,16,-4
COc1cccc(-c2nc(CC(=O)O)cs2)c1OC,104,.,97,14,109,0,-5,7,.
Nc1cc(N2CCCCC2)c(Cl)cc1[N+](=O)[O-],.,-8,.,-7,.,5,-3,21,10
Nc1nnc(CCN2C(=O)CSC2=O)s1,94,.,98,-15,103,12,-1,2,.

# More entries
SMILES,Lung fibro prol,sEH activator,H69AR growth 86K,S1P2 blocker,HUVEC prolif 384,PTPN22 act,S1P2 ag,PostGolgi ctrl,sEH inhibitor
CCOc1cccc(OCCOc2ccccc2[N+](=O)[O-])c1,.,13,.,-19,.,3,-4,9,-16
Cc1ccc(NC(=O)c2cc(NC(=O)C3CC=CCC3C(=O)O)ccc2N2CCOCC2)cc1Cl (configuration not stated),98,1,97,-18,73,2,-2,-3,-2
COc1ccc(C(C#N)(CCC#N)CCC#N)cc1OC,101,-7,91,2,98,-11,-2,9,6
COCc1cc(=O)[nH]c(SCC(=O)Nc2ccccc2)n1,102,-2,106,4,100,5,-5,3,2
COc1ccc(C)cc1NC(=O)CSc1nc(SC)ns1,96,-2,78,-35,88,-8,1,26,4
Cn1c(=O)c2c(nc(NCc3ccccc3)n2Cc2ccc(F)cc2)n(C)c1=O,78,-12,74,0,82,-13,-3,39*,10
Cc1ccc(NC(=O)c2ccc3ccccc3n2)nc1,89,6,62,8,92,4,-3,34*,-9
CNc1ccc(OC(F)F)cc1C(=O)c1ccccc1,98,.,94,.,97,.,.,5,.
O=C(CCc1nc2ccccc2c(=O)[nH]1)N1CCN(C/C=C/c2ccccc2)CC1,101,4,91,31,85,3,-7,-7,-6
O=C(NCC1CCCO1)c1csc2c1CCCC2 (configuration not stated),96,-6,95,12,98,-4,-8,10,7
O=C(OCC(O)CN1CCCCC1)C12CC3CC(CC(C3)C1)C2 (configuration not stated),94,.,93,5,91,-8,-4,18,.
CCOC(=O)CSc1nc2ccccc2c(=O)n1-c1ccc(C(=O)NCCOC)cc1,100,14,91,-8,91,-9,-4,5,-11
COc1ccc(-c2nc(CS(=O)CC(=O)NCc3ccccn3)c(C)o2)cc1 (configuration not stated),99,13,88,8,99,3,-1,7,-14
CCOC(=O)C1CCCN(c2c(NCCCN(CC)c3cccc(C)c3)c(=O)c2=O)C1 (configuration not stated),91,-6,69,-22,86,13,-3,-2,9
Cc1ccc(-c2nn(CCC#N)cc2C=C(C#N)C#N)cc1,.,1,.,27,.,6,-4,1,-2
O=C(Nc1ccccc1)c1ccc2nc(-c3ccco3)c(-c3ccco3)nc2c1,101,-7,49,-8,67,-11,-4,0,5
O=C(c1ccc(COc2ccc(F)cc2)o1)n1cc(Br)cn1,101,8,105,-12,114,-8,-7,.,-2
Cc1nc2ccc(NC(=O)N3CCCCC3)cc2s1,104,-20,86,10,95,-4,0,4,22
CCOc1cc(/C=N/n2cnnc2)c(Br)cc1O,95,7,103,23,108,-5,-11,3,-7
COC(=O)NCCOC(=O)N(O)c1ccc(Br)cc1,.,-4,.,26,.,1,-6,12,2
O=C(COc1ccc2c(c1)OCO2)NC12CC3CC(CC(C3)C1)C2,94,-12,95,-20,99,4,-3,36*,13
O=C(NCc1cccs1)c1cccnc1C(=O)O,92,12,93,7,96,1,-2,4,-15
Cc1c(Nc2cc(N3CCCCCC3)c3nonc3c2[N+](=O)[O-])c(=O)n(-c2ccccc2)n1C,.,14,.,2,.,7,2,1,-15
O=C(CCNC(=O)Cn1ccc2ccccc2c1=O)NCCN1CCN(c2ccccc2F)CC1,95,-10,92,9,98,5,-8,.,13
COc1ccc(-c2csc(NC(=O)c3ccco3)n2)cc1,108,-6,91,4,108,5,-3,.,6

# Going on with the list.
SMILES,Lung fibro prol,sEH activator,H69AR growth 86K,S1P2 blocker,HUVEC prolif 384,PTPN22 act,S1P2 ag,PostGolgi ctrl,sEH inhibitor
O=C(Nc1c(C(=O)N2CCOCC2)cnn1-c1ccccc1)c1ccco1,.,9,.,8,.,-7,-3,20,-12
CCC(=S)/C=C1\Sc2ccc3ccccc3c2N1CCCS(=O)(=O)O,.,1,.,10,.,-7,-3,3,0
Cc1ccc(C(=O)NCc2ccc(Cl)cc2)o1,93,0,108,21,93,2,-5,2,1
CCOc1cccc2cc(C(N)=O)c(=NCc3ccccc3)oc12,91,-8,72,-3,95,4,-1,7,8
NC(=O)CN1C(=O)C2CCCCN2C(=O)c2ccccc21 (configuration not stated),98,11,91,5,97,0,-2,2,-11
Clc1cccc(Cl)c1/C=N\Nc1nccs1,.,6,.,14,.,-4,-5,12,-8
Cc1ccc(Sc2cc(Cl)nc(N)n2)cc1,.,-5,.,-10,.,-2,-3,10,6
Cc1ccccc1NC(=O)CN1C(=O)COc2ccc(Cl)cc21,97,-5,96,-9,102,1,-4,8,4
COCc1cc(Sc2cccc(Cl)c2Cl)nc(-c2ccccc2)n1,.,3,.,-1,.,-10,-1,-8,-4
O=C(Cn1c(C(F)(F)F)nc2ccccc21)Oc1cccc(C(F)(F)F)c1,.,1,.,1,.,5,-7,-9,-1
C=CCN1C=CC(=C/C=C(/C#N)C(=O)OCC)C=C1,96,-10,86,16,97,-8,-1,.,9
CCN(CC)c1nc(C(N)=O)cc(-c2ccccc2)n1,106,5,74,-19,89,-1,2,21,-4
O=C(CSc1nnnn1-c1ccccc1)CSc1nnnn1-c1ccccc1,.,.,.,4,.,8,-3,20,.
Cn1cccc1C(=O)NC(=O)COC(=O)CC12CC3CC(CC(C3)C1)C2,99,-39,103,12,93,-1,-3,15,40
CC(C)OC(=O)c1cc(=O)[nH]c2ccccc12,104,-7,92,-3,99,-4,-10,9,6

# A section from further up:
SMILES,Lung fibro prol,sEH activator,H69AR growth 86K,S1P2 blocker,HUVEC prolif 384,PTPN22 act,S1P2 ag,PostGolgi ctrl,sEH inhibitor
O=C(COc1ccc2c(c1)OCO2)NC12CC3CC(CC(C3)C1)C2,94,-12,95,-20,99,4,-3,36*,13
O=C(NCc1cccs1)c1cccnc1C(=O)O,92,12,93,7,96,1,-2,4,-15
Cc1c(Nc2cc(N3CCCCCC3)c3nonc3c2[N+](=O)[O-])c(=O)n(-c2ccccc2)n1C,.,14,.,2,.,7,2,1,-15
